# SIAE inh – human SIAE inhibition, primary screen; inhibition, % at 9.66 µM; SIAE FP-Rh probe binding, fluorescence polarization; Q9HAT2; 370,000 compounds, 0.69% hits;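 active = inhibition above a cutoff: mean of compounds within the control limits plus 3 SD of those, cut at about 17% in these data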;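 also: 0% = plate median of compound wells and 100% = probe without SIAE protein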
# Target sequence (Q9HAT2 whole entry, looked up): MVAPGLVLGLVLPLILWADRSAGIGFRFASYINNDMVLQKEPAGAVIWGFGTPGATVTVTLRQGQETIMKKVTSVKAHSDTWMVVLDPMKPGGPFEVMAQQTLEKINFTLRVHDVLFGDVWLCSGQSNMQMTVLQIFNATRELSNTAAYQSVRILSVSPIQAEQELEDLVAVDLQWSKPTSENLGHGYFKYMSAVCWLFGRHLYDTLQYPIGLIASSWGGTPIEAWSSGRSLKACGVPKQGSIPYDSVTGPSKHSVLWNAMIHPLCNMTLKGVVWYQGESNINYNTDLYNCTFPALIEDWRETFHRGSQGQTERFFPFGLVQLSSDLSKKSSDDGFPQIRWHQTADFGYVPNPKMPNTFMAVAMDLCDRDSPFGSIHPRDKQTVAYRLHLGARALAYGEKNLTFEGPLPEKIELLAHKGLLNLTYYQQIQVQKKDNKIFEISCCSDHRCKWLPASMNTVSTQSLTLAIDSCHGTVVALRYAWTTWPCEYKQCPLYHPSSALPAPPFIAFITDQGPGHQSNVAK
# DDE Tn7 FP inh – DD(E)-Tn7 binding inhibition, primary FP screen. P02675. FP displacement of FITC-Tn7 peptide from fibrin DD(E); 0% = median of compound wells per plate. inhibition, % at 8.3 µM. 370,000 compounds, 0.13% hits;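 active = inhibition above the mean of compounds falling within the control limits plus 3 SD of them, cut at about 14% in these data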;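 also: 0% = plate median of compound wells and 100% = 10 µM Aha-Tn7 peptide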
# Target sequence (P02675 whole entry, looked up): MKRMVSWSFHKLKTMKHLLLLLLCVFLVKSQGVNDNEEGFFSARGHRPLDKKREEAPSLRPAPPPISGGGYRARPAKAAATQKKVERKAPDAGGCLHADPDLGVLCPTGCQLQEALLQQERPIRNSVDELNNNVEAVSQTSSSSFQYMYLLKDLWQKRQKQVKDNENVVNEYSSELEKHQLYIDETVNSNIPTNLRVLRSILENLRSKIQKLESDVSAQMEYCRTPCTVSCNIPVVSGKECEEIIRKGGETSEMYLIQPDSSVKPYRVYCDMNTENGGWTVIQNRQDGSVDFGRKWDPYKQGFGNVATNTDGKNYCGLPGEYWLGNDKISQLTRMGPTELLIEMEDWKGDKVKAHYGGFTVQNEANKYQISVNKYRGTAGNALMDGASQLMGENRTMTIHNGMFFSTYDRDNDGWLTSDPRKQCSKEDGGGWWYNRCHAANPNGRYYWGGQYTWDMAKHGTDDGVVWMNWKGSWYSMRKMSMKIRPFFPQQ
#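 Also added: labelled Tn7 tracer, 0.1 µM; Assay system: human fibrin DD(E) protein; Amount: 2 µM fibrin DD(E); Schedule: 10 min compound pre-incubation, 3 h probe incubation at room temperature; Repeats: one replicate per compound; Read-out basis: percent inhibition; Measured by: fluorescence polarization of the labelled Tn7 tracer.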
# TDP2 absorb – blocks human TDP2 phosphodiesterase activity | O95551 | recombinant TDP2, T5PNP hydrolysis, p-nitrophenol absorbance 415 nm | inhibition, % at 12.8 µM | 370,000 compounds, 0.34% hits | AID 720702;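 active = inhibition above the mean of all tested compounds plus 3 SD, set per campaign, cut at about 25% in these data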;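 also: 0% = DMSO with enzyme and 100% = buffer with substrate but no TDP2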
#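 Assay system: recombinant human TDP2 / Reagent: T5PNP substrate at 5 mM, a TopII-DNA adduct mimic / Measured by: epi absorbance from released p-nitrophenol / Evaluation: % inhibition relative to enzyme-containing and enzyme-free wells / Control set: enzyme-free and DMSO wells / Replicates: each compound tested once, singlicate / Schedule: enzyme reaction with compound for 2 h at 37 °C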
# proKLK7 act – proKLK7 (human) activation, primary screen; P49862; purified proKLK7, EDANS-DABCYL substrate fluorescence; 100% is mature enzyme control, 0% vehicle; activation, % at 7 µM; 370,000 compounds, 0.9% hits; AID 652039;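 active = activation above the mean of all tested compounds plus 3 SD, computed per campaign excluding outliers beyond control limits, cut at about 13% in these data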
# DDE Tn6 FP inh – inhibitors of Tn6 peptide binding to human fibrin DD(E) | AID 720509 | inhibition, % at 8.3 µM | 370,000 compounds, 0.21% hits | P02675 | Fibrin DD(E) TRITC-Tn6 fluorescence polarization displacement;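 active = inhibition above a per-campaign cutoff: mean of compounds within control limits plus 3 SD, cut at about 15% in these data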;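 also: 0% = median of all compound wells on the plate and 100% = blocking peptide control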
# PRMT1 inh – blocks human protein arginine methyltransferase 1; Q99873; recombinant PRMT1, activity-based probe fluorescence polarization; inhibition, % at 2.79 µM; 370,000 compounds, 1.3% hits;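 active = inhibition above about 21% made by adding two undisclosed values, limit read from the data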
# UHRF1 binding – human UHRF1 methylated DNA binding inhibitors | Q96T88 | UHRF1 binding to methylated oligo, TR-FRET | inhibition, % at 4.4 µM | 370,000 compounds, 0.75% hits; in the data active = inhibition above about 21%;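 also: UHRF1 SRA domain binding a hemimethylated CpG hairpin DNA probe; 0% = median of test compound wells and 100% = reference inhibitor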
# MBD2 DNA inh – inhibitors of human MBD2 binding to methylated oligonucleotide | Q9UBB5 | AID 686964 | TR-FRET | 370,000 compounds, 0.31% hits | inhibition, % at 4.4 µM; in the data active = inhibition above about 13%
# TCR-CD3 inh – human TCR-CD3 binding inhibition | inhibition, % at 9.4 µM | 360,000 compounds, 0.37% hits | TAMRA-labeled TCR probe fluorescence, biochemical | AID 651800; in the data active = inhibition above about 19%;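 also: recombinant mutant TCR 2C K166C tagged with TAMRA read by polarization; 0% = receptor in buffer alone and 100% = receptor with positive control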
# LEDGF integ inh – blocks HIV-1 LEDGF/p75-dependent DNA integration | TR-FRET IN-LEDGF/p75 DNA integration, Eu/Cy5 | inhibition, % at 3.7 µM | 370,000 compounds, 0.64% hits | AID 743269;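 active = inhibition above the screen-wide mean plus 3 SD, cut at about 13% in these data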;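 also: signal is the Cy5 over europium emission ratio at 671 and 618 nm; 0% = plate median of compound wells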
# The depositor's hits bear a star; nt = not tested or not shown.
SMILES,SIAE inh,DDE Tn7 FP inh,TDP2 absorb,proKLK7 act,DDE Tn6 FP inh,PRMT1 inh,UHRF1 binding,MBD2 DNA inh,TCR-CD3 inh,LEDGF integ inh
COC(=O)Nc1nc2c(C)cccc2s1,-0.9,5.2,-4.3,-0.7,-0.7,2.6,-1.6,4.0,-5.6,3.5
CCOC(=O)[C@]12CCCC=C1N(Cc1ccc(Cl)cc1Cl)C(=O)[C@H](CC(=O)N1CCCCC1)C2,0.5,-4.5,2.7,0.5,-8.2,-3.5,-0.5,-6.4,3.1,4.3
COc1ccc(CCNC(=O)COC(=O)c2ccc(N3CCCC3=O)cc2)cc1,6.3,5.9,6.2,0.7,2.9,-2.7,0.1,2.8,5.2,-1.9
COc1cc(OC)cc(C(=O)Nc2cccc(C(C)=O)c2)c1,0.0,2.0,-5.1,-0.4,-4.3,1.9,1.6,-2.7,2.7,1.1
Cc1cc(C)c(S(C)(=O)=O)c(Oc2cccc(C(F)(F)F)c2)n1,0.7,6.2,-6.3,0.6,2.1,-0.3,9.3,1.3,-0.8,0.2
O=[N+]([O-])c1ccc(C(O)CN2CCOCC2)cc1 (stereo unspecified),2.3,-2.8,5.3,-0.5,0.6,-6.2,-0.4,-2.8,5.7,-0.4
O=C(Nc1ccc(N2CCN(C(=O)c3ccccc3)CC2)c(Cl)c1)c1ccc(Br)o1,-6.0,-0.6,11.9,0.9,1.8,3.9,-4.4,-1.3,7.0,1.2
O=C(c1cccc(Oc2ccccc2)c1)N1CCC(Oc2cccnc2)CC1,6.3,-0.2,9.6,-0.7,-5.5,-2.4,-3.1,-2.6,nt,2.4
C[C@H](CO)N1C[C@H](C)[C@@H](CN(C)S(C)(=O)=O)Oc2ccc(NS(=O)(=O)c3ccccc3)cc2C1=O,0.1,1.1,1.7,0.5,-1.6,-1.4,-1.9,-2.9,7.5,-0.6
O=c1c2ccccc2c(C=NCCc2ccccc2)c(O)n1Cc1ccccc1,-2.4,-5.8,4.0,-0.1,-8.3,-1.0,-0.6,-1.5,8.8,-2.9
COc1ccc(CC(=O)NCc2ccccc2F)cc1S(=O)(=O)N1CCOCC1,1.9,4.6,7.5,-0.4,-2.9,-1.1,0.5,-1.4,2.8,-1.9
COCCCNCC#CCOc1ccc(OC)cc1,4.2,8.3,4.7,-0.1,-6.3,-3.2,-1.5,-0.1,3.6,-1.8
COc1ccc(OC)c(C(c2nnnn2C2CCCC2)N2CCN(c3ccc(F)cc3)CC2)c1 (stereo unspecified),6.6,1.1,-0.5,0.4,7.6,2.3,-1.5,5.8,-0.4,1.8
CC1=CC(C)C2COC(c3ccc[n+](C)c3)C1C2C (stereo unspecified),2.9,0.1,9.1,-0.3,-5.5,1.5,-1.7,2.7,-6.5,-0.3
Cc1cc(C)n2nc(S(=O)(=O)N(CC(C)C)CC(C)C)nc2n1,-5.1,1.2,7.7,0.1,-0.3,3.1,3.6,0.2,-4.3,-2.2
Cn1c(=O)c(=O)n(C)c2cc(S(=O)(=O)N3CCN(Cc4ccccc4)CC3)ccc21,-0.6,-5.7,10.9,0.1,3.4,2.5,-3.9,1.1,10.0,0.7
CCc1cc2c(SCC(=O)NC3CC3)ncnc2s1,1.7,5.1,-11.5,0.0,7.1,-1.8,-0.6,-1.9,-3.6,-0.1
Cc1cc(NC(=O)c2ccc3c(c2)C(=O)N(Cc2ccccc2)C3=O)no1,-6.4,3.4,3.8,-0.3,1.2,1.1,1.6,5.5,-5.0,-1.8
O=C(NC(=S)N1CCCCCC1)c1ccccc1Cl,4.8,3.3,3.5,0.4,-2.6,-2.2,2.1,4.4,6.9,-1.7
Cc1cc(Nc2ccccc2Cl)c2ccccc2n1,4.0,0.1,-2.9,0.1,3.8,-2.3,-1.1,-1.9,0.3,-1.6

# 3 entries from above, with the structure last:
SIAE inh	DDE Tn7 FP inh	TDP2 absorb	proKLK7 act	DDE Tn6 FP inh	PRMT1 inh	UHRF1 binding	MBD2 DNA inh	TCR-CD3 inh	LEDGF integ inh	smiles
6.3	-0.2	9.6	-0.7	-5.5	-2.4	-3.1	-2.6	nt	2.4	O=C(c1cccc(Oc2ccccc2)c1)N1CCC(Oc2cccnc2)CC1
0.1	1.1	1.7	0.5	-1.6	-1.4	-1.9	-2.9	7.5	-0.6	C[C@H](CO)N1C[C@H](C)[C@@H](CN(C)S(C)(=O)=O)Oc2ccc(NS(=O)(=O)c3ccccc3)cc2C1=O
-2.4	-5.8	4.0	-0.1	-8.3	-1.0	-0.6	-1.5	8.8	-2.9	O=c1c2ccccc2c(C=NCCc2ccccc2)c(O)n1Cc1ccccc1

# (further entries)
SMILES,SIAE inh,DDE Tn7 FP inh,TDP2 absorb,proKLK7 act,DDE Tn6 FP inh,PRMT1 inh,UHRF1 binding,MBD2 DNA inh,TCR-CD3 inh,LEDGF integ inh
COc1ccc(N2C(=O)CSC23C(=O)N(CC(=O)NC2CCCC2)c2ccccc23)cc1 (stereo unspecified),-7.4,-3.6,6.5,-0.2,1.5,-2.3,-2.1,1.7,6.4,0.9
Cc1cc(C)c(C(=O)COC(=O)C2CC3CCCC(C2)C3=O)c(C)c1 (stereo unspecified),0.8,4.7,-4.6,0.6,3.7,0.7,3.5,-0.6,-7.4,-3.6
O=C(NCCc1ccccc1)c1cccc(NC(=O)C2CC2)c1,-8.5,5.3,-3.5,-0.1,-6.6,0.5,-0.5,0.1,4.8,-2.0
O=C(COC(=O)/C=C/c1ccccc1)NCc1cccs1,0.7,-2.8,-5.0,0.3,5.2,-0.4,2.1,-4.8,1.0,-0.8
O=C(NCc1ccc(Cl)cc1)c1ccc2nc[nH]c2c1,9.6,2.5,-0.7,0.3,-2.8,-0.2,-3.9,2.0,7.8,0.6
CC(=O)NC(Cc1c[nH]c2ccccc12)C(=O)OCC(=O)Nc1cc(C)on1 (stereo unspecified),2.7,3.5,4.4,-0.2,6.8,-5.1,-0.4,-3.5,5.3,1.2
C=CCSc1nc2sc3c(c2c(=O)[nH]1)CC(C)(CC)OC3 (stereo unspecified),-3.8,-0.9,3.5,-0.1,-7.4,0.7,0.9,0.4,1.2,0.8
Cc1cc(C)c(C)c(S(=O)(=O)NC(C)C(=O)O)c1C (stereo unspecified),2.9,-2.7,8.1,0.1,-1.1,3.4,0.9,-0.3,-4.6,-4.5
COc1ccc(NC(=O)CC2C(=O)N(c3cccc(OC)c3)C(=O)N2C(C)C)cc1 (stereo unspecified),-7.0,-0.5,3.2,0.3,-4.7,-2.2,1.7,2.6,-0.6,-3.4
Cc1cccc2cc(CN(Cc3ccc(F)cc3)C(=O)N3CCOCC3)c(=O)[nH]c12,-4.7,-2.5,-3.2,-0.4,4.9,-1.8,1.4,2.4,-3.2,14.2*
CN(C)CCOC(=O)/C(=C/c1cn(C)c2ccccc12)NC(=O)c1ccccc1,17.5*,-1.1,3.6,0.3,1.6,-3.6,-3.1,1.9,2.0,1.8
O=C(CSC1=NCCS1)Nc1nc2c(s1)CCCC2,4.8,-5.8,2.4,0.7,-5.7,26.3*,-1.8,-2.2,3.3,2.4
Cc1cc(C)c(S(=O)(=O)N2CCN(C(=O)c3cc4ccccc4o3)CC2)c(C)c1,2.1,1.8,1.1,0.0,-5.7,-0.1,-1.4,4.4,-0.7,0.5
COc1ccc(Cl)cc1C(=O)Nc1ccc(NC(C)=O)cc1,-1.2,1.8,-7.6,0.0,4.4,-0.8,-2.4,1.7,6.6,-4.3
ClC1(Cl)CC1CSc1nnc(-c2ccncc2)o1 (stereo unspecified),-3.2,-3.9,10.6,0.1,-2.6,-3.3,1.6,2.9,0.0,0.3
Cc1ccc2c(c1)COc1c3ccc(C(=O)N4CCOCC4)cc3nn1-2,4.1,3.3,-5.2,9.2,2.6,-2.1,-4.2,-9.2,5.6,-1.1
COc1ccc(CC(C)N2CCN(c3ccccc3)CC2)cc1OC (stereo unspecified),5.7,8.9,-0.6,-0.3,-1.3,1.0,-0.5,1.1,0.3,-4.5
CCOc1ccc(-c2cccc(NC(=O)c3ccco3)c2)nn1,-11.3,1.8,3.7,0.0,-2.5,3.2,-0.5,-0.6,0.7,-1.2
CC1CCCN(C(=O)COC(=O)CSc2ccc(C(N)=O)cc2[N+](=O)[O-])C1 (stereo unspecified),-9.5,2.2,-4.6,-0.6,-0.8,2.2,-0.5,-2.7,6.3,-1.2
COCCNC(=O)C1CCCN(Cc2ccc(C(C)C)cc2)CC1 (stereo unspecified),2.9,-5.2,0.3,0.1,-1.6,-0.6,0.7,-7.1,7.3,2.9
O=C(CSc1ccc([N+](=O)[O-])cc1)NCC1CCCCC1,4.4,-3.4,1.9,0.2,3.6,-3.9,-2.1,0.2,7.0,0.5
N#Cc1ccc(OCC(=O)Nc2nc(-c3cccnc3)cs2)cc1,-1.2,2.2,-9.9,-0.9,0.1,0.4,0.0,0.0,-9.5,0.7
COc1ccccc1[C@H]1C(c2cccc(C)c2)=NN(c2ccccc2)[C@@H]1CO,1.0,-2.5,-6.4,-29.2,4.0,-4.6,-0.4,-2.4,-7.0,3.6
CC(C)(CN1CCc2ccccc2C1)NS(=O)(=O)c1ccc(Cl)cc1,-1.9,3.5,-2.5,0.2,0.1,5.2,7.4,6.0,-2.3,2.0
C=C1CC[C@@H]2[C@](C)(CCC[C@@]2(C)/C=C/[C@@H](O)C(C)(C)O)[C@H]1CC(=O)NCCS(=O)(=O)O,1.7,3.4,-9.4,0.3,-1.2,0.3,-3.4,-0.5,1.5,6.4
O=C(COC(=O)CCCOc1ccc(Cl)cc1Cl)Nc1cccc(Cl)c1,-113.6,-6.4,-5.4,-0.1,5.4,2.2,-0.8,-3.7,-11.4,3.3
CC(C)N1C(=O)/C(=C\c2nc3ccccc3c(=O)[nH]2)c2ccccc21,7.5,-3.1,-4.0,0.5,-14.0,2.1,0.3,-6.7,2.8,5.6
C=CCC1(CC=C)CCCN1C(=O)c1cc(COc2ccc(F)c(F)c2)on1,6.2,8.5,-6.6,0.1,-8.6,3.4,-1.1,0.3,-3.4,-0.5
CN1OC[C@@H]2CN(C(=O)C(C)(C)C)[C@H](c3ccc(-c4cccnc4)cc3)C[C@@H]21,-1.8,-6.9,-6.1,-0.5,-4.2,6.0,6.1,7.0,-3.3,1.3
CN(CC(=O)Nc1cccc(F)c1)CC(=O)Nc1cccc(S(=O)(=O)N2CCCCC2)c1,-1.7,13.6,-8.7,0.6,-6.5,-4.5,7.3,-0.8,5.4,1.8
O=C(Cn1c(C(F)(F)F)nc2ccccc21)Nc1ccccc1C(=O)O,3.2,-1.6,6.1,-0.3,3.1,-2.4,-1.2,0.4,-4.5,0.8
CC1CCCN(C(=O)COC(=O)CNC(=O)c2ccc(Br)cc2)C1 (stereo unspecified),9.9,4.6,8.0,0.2,-6.0,-1.4,-0.7,7.2,-3.3,-0.2
CCN(CC(=O)NCc1cccs1)C(=O)c1ccc(S(=O)(=O)Nc2ccccc2Cl)cc1,-1.5,-4.4,-1.8,0.2,-4.4,1.2,-0.4,1.9,-6.1,-5.5
COc1cc(S(=O)(=O)NCc2ccc(F)cc2)ccc1-n1cnnn1,4.8,2.5,3.4,0.1,-3.5,-0.5,-2.3,2.4,-1.9,-2.2

# Source: PubChem (The Scripps Research Institute Molecular Screening Center)
